# D3 ag – activates the human D3 dopamine receptor. P35462. max activation, %. AID 652048. D3R DiscoveRx beta-arrestin cells, luminescence, 90 min. hit rate 0.58% among 410,000; in the data active = max activation above about 30%; also: 0% is about no effect; mostly tested at two doses, the higher about 12 µM
# Target sequence (P35462 whole entry, looked up): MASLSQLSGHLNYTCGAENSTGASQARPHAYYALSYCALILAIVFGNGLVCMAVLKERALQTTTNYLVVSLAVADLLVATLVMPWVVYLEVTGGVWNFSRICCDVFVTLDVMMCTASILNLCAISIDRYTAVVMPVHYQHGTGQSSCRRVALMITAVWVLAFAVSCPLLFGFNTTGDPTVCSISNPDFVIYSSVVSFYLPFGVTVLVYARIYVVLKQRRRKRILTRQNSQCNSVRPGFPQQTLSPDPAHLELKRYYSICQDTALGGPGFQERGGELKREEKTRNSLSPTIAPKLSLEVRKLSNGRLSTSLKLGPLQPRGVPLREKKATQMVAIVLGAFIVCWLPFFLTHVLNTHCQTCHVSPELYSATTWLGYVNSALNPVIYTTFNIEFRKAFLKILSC
#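 Agonist mode: compounds and dopamine controls were applied to plated cells for 90 min at 37 degrees C after an overnight attachment at 1500 cells/well. Luminescent read-out followed 30 - 60 minutes at room temperature with DiscoveRx detection reagent.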
# SW480 rerep – DNA re-replication induction in SW480 cells; SW480 DNA re-replication, Hoechst DNA content imaging, 48 h; Potency, µM (doses to about 46.1 µM), for inactives: top-dose re-replication activation, actives largely listed as activators; hit rate 1.8% among 340,000; also: potency is read from the fitted curve at half-maximal effect; % of control where 0% means no effect; nearly all actives have a fitted effect of over 55% in size
#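 Per well, 250 cells were exposed to pinned compound for 48 hr. Nuclear DNA was visualised with Hoechst (40 min, 37 C) and total object intensity recorded by fluorescence scanning.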
# GLP1R ag – activates the human GLP-1 receptor. P43220. hit rate 0.007% among 380,000. HEK293 GLP-1R CRE-luciferase, luminescence, 4-6 h; cells express a hypersensitive GLP-1R form. Potency, µM (top dose mostly 45.6 µM), for the others: at the top dose activation, usual class: activators; also: potency is read from the fitted curve at half-maximal effect; % of control where 0% means no effect
# Target sequence (P43220 whole entry, looked up): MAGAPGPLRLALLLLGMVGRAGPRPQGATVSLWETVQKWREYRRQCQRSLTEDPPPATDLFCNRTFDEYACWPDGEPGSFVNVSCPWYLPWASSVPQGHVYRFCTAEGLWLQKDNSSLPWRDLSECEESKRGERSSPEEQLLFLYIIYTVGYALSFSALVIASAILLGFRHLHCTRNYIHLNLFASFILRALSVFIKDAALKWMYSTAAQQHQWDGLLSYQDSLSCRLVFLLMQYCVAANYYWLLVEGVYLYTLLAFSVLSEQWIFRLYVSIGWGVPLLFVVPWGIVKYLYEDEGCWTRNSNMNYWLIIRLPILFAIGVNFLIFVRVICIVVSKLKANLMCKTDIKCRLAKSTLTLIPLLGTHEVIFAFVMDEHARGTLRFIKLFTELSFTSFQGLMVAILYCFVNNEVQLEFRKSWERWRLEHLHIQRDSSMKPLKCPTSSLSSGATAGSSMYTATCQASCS
# HT1080 IDH1KD tx – HT-1080 IDH1 knockdown cell toxicity (counter line) | HT-1080 IDH1 knockdown viability, ATP luminescence, 48 h | hit rate 2% among 360,000 | AID 686971 | Potency, µM (highest dose often 46.1 µM), for the others: at the top dose activity, negative = toxicity, actives largely listed as cytotoxic;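 also: potency is read from the fitted curve at half-maximal effect; 0% = DMSO wells and -100% = cell-free medium wells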
#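 % activity derives from luminescence (CellTiter-Glo), normalised to DMSO and no-cell wells. HT-1080-IDH1KD cells, 750/well, had 48 h compound exposure at 37 °C.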
# KB-V1 cytotox – KB-V1 MDR subline cytotoxicity; KB-V1 MDR cells viability, CellTiter-Glo, 72 h; Potency, µM (series often up to 46.1 µM), inactives show at the highest dose activity change, negative = cytotoxicity, most hits filed as cytotoxic; hit rate 3.4% among 400,000; also: potency is read from the fitted curve at half-maximal effect; % is scaled to controls: 0 for no effect and ±100 for the full control effect; nearly all actives have a fitted effect of over 60% in size
#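 Cytotoxicity via CellTiter-Glo luminescence after 72 h compound exposure at 37 degrees C. Cells: drug-selected KB-V1 line, DMEM phenol-red free plus 10% FBS. Compounds tested at multiple concentrations; normalized data fitted to concentration-effect curves.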
# D3 antag – blocks the human D3 dopamine receptor; P35462; D3R cells, DiscoveRx beta-arrestin luminescence, antagonist mode; stronger effect = lower value; max response, negative = inhibition, %; hit rate 2.5% among 360,000; in the data active = max response below about -50%; inconclusive = no clear call, values can overlap the other calls; also: % is scaled to controls: 0 for no effect and ±100 for the full control effect; mostly tested at two doses, the higher about 12 µM
#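 Cells plated overnight at 1500 cells/well, then exposed to library compounds with dopamine controls for 90 minutes at 37 degrees C. DiscoveRx reagent added for 30–60 minutes at room temperature; luminescence read, quantitative HTS format.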
# IL1B secr inh – inflammasome signaling inhibition, IL-1 beta readout | THP-1 LPS/ATP IL-1B secretion, AlphaLISA, 16 h; stronger effect = lower value | activity change, % at 57.5 µM | hit rate 4.7% among 360,000; in the data active = activity change below about -50%; inconclusive = mostly about -30% to -49%; also: % is scaled to controls: 0 for no effect and ±100 for the full control effect
#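 Secreted IL-1B measured by AlphaLISA bead assay after 16 h compound exposure of THP-1 cells; compounds (final up to 57.5 uM) added 1 h before LPS (250 ng/mL) and ATP (1.25 mM) stimulation; lower signal means less secretion.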
# KB-3-1 tox – kills parental KB-3-1 adenocarcinoma cells; hit rate 1.4% among 400,000; KB-3-1 viability, CellTiter-Glo ATP luminescence, 72 h; Potency, µM (titrated, usually from 46.1 µM), without a hit: at the top dose activity change, negative = cytotoxic, most hits filed as cytotoxic; also: potency is read from the fitted curve at half-maximal effect; % is scaled to controls: 0 for no effect and ±100 for the full control effect; nearly all actives have a fitted effect of over 60% in size
#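 Cytotoxicity measured as CellTiter-Glo luminescence after 72 h at 37 C. Compound titrations were pinned onto drug-naive KB-3-1 parental adenocarcinoma cells grown in DMEM with 10% FBS, and normalized data fitted to concentration-response curves.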
# HT1080NT lethal – kills 2HG-producing HT-1080-NT fibrosarcoma cells | HT-1080-NT fibrosarcoma viability, CellTiter-Glo ATP luminescence, 48 h | Potency, µM (series often up to 46.1 µM), without a hit: top-dose activity, negative = less viability, hits mostly cytotoxic | hit rate 1.6% among 360,000 | AID 686970;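 also: NT is the 2HG producing partner of a matched IDH1 knockdown line; potency is read from the fitted curve at half-maximal effect; 0% = DMSO-treated cells and -100% = media-only wells without cells; nearly all actives have a fitted effect of over 55% in size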
#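 Fibrosarcoma NT cells, 750 per well in 5% FBS RPMI, were exposed to compound for 48 hours. Viability: CellTiter-Glo luminescence.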
# * marks the source's active call; other numbers are inactive results; i = inactive; ? = inconclusive; . = no result given; & = joins results of further samples; [ ] = dose if it differs, or a comment. Unless noted, calls follow the shape of the dose curve; as a rule, active = well fitted curve in the direction sought with a large enough effect; inconclusive = small, poorly fitted or top-dose-only effect, or another doubt; inactive = no such curve, though single readings can be large; an effect the other way counts as inactive or inconclusive. Compounds were not picked by outcome. About 12% of those tested had a hit in this group.
no.	canonical_smiles	D3 ag	SW480 rerep	GLP1R ag	HT1080 IDH1KD tx	KB-V1 cytotox	D3 antag	IL1B secr inh	KB-3-1 tox	HT1080NT lethal
1	COc1ccccc1N1CCN(C(=O)c2oc3ccc(Br)cc3c2C)CC1	0	?	6%	?	13µM*	-21	23	10µM*	?
2	CCOc1ccc(Nc2nc3ccccc3n2C)cc1	-6	-1%	?	-3%	3%	0	-20	2%	-1%
3	Cc1nnc(NC2CCCCC2)[nH]c1=O	-1	-5%	-11%	-7%	2%	19	-9	3%	4%
4	COc1ccc(C(=O)N/N=C/c2c(C)[nH]c(=O)[nH]c2=O)cc1	6	-3%	4%	4%	73%	-7	-3	12%	22%
5	COc1ccc(/C=C2\SC(=S)N(CCC(=O)NCCc3ccc(O)cc3)C2=O)cc1	5	-4%	2%	9%	0%	25	-8	5%	-4%
6	C=CCN1c2ccc(Br)cc2C(=O)CS1(=O)=O	2	-4%	0%	11%	?	0	31	?	-10%
7	O=S(=O)(NC1CCSc2ccccc21)c1ccc(Cl)nc1 (centres undefined)	1	-3%	3%	-9%	?	5	25	11%	-7%
8	C[C@H](CO)N1C[C@H](C)[C@@H](CN(C)C(=O)NC2CCCCC2)Oc2ccc(NS(=O)(=O)c3ccccc3)cc2C1=O	-67	-10%	1%	9%	18%	-26	-12	8%	4%
9	COC(=O)c1ccc(NC(=O)N2CCCC(C(=O)c3ccccc3OC)C2)cc1 (centres undefined)	-2	0%	1%	0%	-23%	19	-3	-1%	-2%
10	CCC(=O)N1CCN(c2ccc(NC(=O)c3ccco3)cc2Cl)CC1	1	1%	17%	12%	?	-8	i	-4%	11%
11	CN(c1ccc(OCC(=O)OCC(=O)Nc2ccccc2)cc1)S(=O)(=O)c1cccs1	-21	0%	0%	21%	0%	-17	0	2%	?
12	COC(=O)C1CCN(C(=O)c2cc(S(=O)(=O)N3CCCCC3)ccc2Cl)CC1	1	-10%	-1%	5%	-16%	-6	15	-16%	6%
13	CN(C)c1ccc(C(=S)NC2CCCCC2)cc1	-4	-12%	19%	1%	11%	-25	-12	9%	-3%
14	Cc1ccc(NC(=O)NCc2cccnc2)cc1	-15	13%	-4%	22%	-4%	9	-53*	13%	9%
15	Cc1nnc(NC(=O)CSc2nnc(CNC(=O)c3ccc(S(=O)(=O)N(C)C)cc3)o2)s1	0	1%	-14%	16%	0%	5	4	25%	12%

# In another format: entries from further up.
# Values run as follows: D3 ag, SW480 rerep, GLP1R ag, HT1080 IDH1KD tx, KB-V1 cytotox, D3 antag, IL1B secr inh, KB-3-1 tox, HT1080NT lethal
(7) O=S(=O)(NC1CCSc2ccccc21)c1ccc(Cl)nc1 (centres undefined)
    1, -3%, 3%, -9%, ?, 5, 25, 11%, -7%
(8) C[C@H](CO)N1C[C@H](C)[C@@H](CN(C)C(=O)NC2CCCCC2)Oc2ccc(NS(=O)(=O)c3ccccc3)cc2C1=O
    -67, -10%, 1%, 9%, 18%, -26, -12, 8%, 4%
(9) COC(=O)c1ccc(NC(=O)N2CCCC(C(=O)c3ccccc3OC)C2)cc1 (centres undefined)
    -2, 0%, 1%, 0%, -23%, 19, -3, -1%, -2%
(10) CCC(=O)N1CCN(c2ccc(NC(=O)c3ccco3)cc2Cl)CC1
    1, 1%, 17%, 12%, ?, -8, i, -4%, 11%
(11) CN(c1ccc(OCC(=O)OCC(=O)Nc2ccccc2)cc1)S(=O)(=O)c1cccs1
    -21, 0%, 0%, 21%, 0%, -17, 0, 2%, ?
(12) COC(=O)C1CCN(C(=O)c2cc(S(=O)(=O)N3CCCCC3)ccc2Cl)CC1
    1, -10%, -1%, 5%, -16%, -6, 15, -16%, 6%
(13) CN(C)c1ccc(C(=S)NC2CCCCC2)cc1
    -4, -12%, 19%, 1%, 11%, -25, -12, 9%, -3%
(14) Cc1ccc(NC(=O)NCc2cccnc2)cc1
    -15, 13%, -4%, 22%, -4%, 9, -53*, 13%, 9%
(15) Cc1nnc(NC(=O)CSc2nnc(CNC(=O)c3ccc(S(=O)(=O)N(C)C)cc3)o2)s1
    0, 1%, -14%, 16%, 0%, 5, 4, 25%, 12%

# (listing goes on)
no.	canonical_smiles	D3 ag	SW480 rerep	GLP1R ag	HT1080 IDH1KD tx	KB-V1 cytotox	D3 antag	IL1B secr inh	KB-3-1 tox	HT1080NT lethal
16	CCOc1ccccc1/C=C(\C#N)C1=CCCC1	5	-10%	1%	-2%	10%	9	-14	-4%	3%
17	O=c1cc(-c2cccc([N+](=O)[O-])c2)[nH][nH]1	-5	-52%[inhibitor]	-6%	0%	-12%	-7	-4	0%	2%
18	COc1ccc(-c2c(C(=O)c3ccccc3)[nH]c(N)c2C(=O)NCc2ccccc2)cc1OC	4	.	2%	7%	-22%	21	-5	28%	4%
19	Cc1cccc(-n2c(N)cc(=O)nc2SCC(=O)Nc2ccccc2)c1	-14	2%	14%	1%	6%	-28	-5	-9%	-4%
20	COc1ccc(N2CCN(C(=O)c3ccc(Oc4ccc(C(F)(F)F)cn4)cc3)CC2)cc1	-9	1%	0%	-16%	?	27	-3	?	6%
21	CCOC(=O)c1nn(-c2ccc(C)c(C)c2)c(=O)c(C#N)c1C	0	-15%	7%	-3%	-3%	-6	0	1%	-2%
22	CN(Cc1ccccc1)CC(O)COc1ccc(CNCCc2ccncc2)cc1 (centres undefined)	-10	18µM*	-5%	?	?	-10	-59*	7%	?
23	CCC(C)(C(=O)Nc1ccc(OC)cc1)N(C)C(=O)Cn1nnnc1N (centres undefined)	0	-30%	8%	-4%	-4%	-4	13	-7%	0%
24	N#CC(c1ccccc1)c1ccc(=O)[nH]n1 (centres undefined)	-8	0%	7%	-6%	-4%	-11	-11	-12%	-2%
25	Cc1ccccc1NS(=O)(=O)c1cc(C(=O)Nc2cccc([N+](=O)[O-])c2)ccc1C	-2	-1%	-1%	21µM*	12µM*	7	?	?	?
26	CC1=C(C(=O)OCc2ccccc2)C(c2ccccc2-c2ccccc2)NC(=O)N1CCCCCC(=O)O (centres undefined)	0	-9%	8%	-4%	?	-18	24	11%	-2%
27	CCOC(=O)C[C@H]1c2cc(F)ccc2S(=O)(=O)N1c1ccccc1	7	5%	-2%	0%	?	-11	28	0%&-6%	0%
28	CCCCC/C=C/C1=CC(=O)C[C@H](c2ccc(OC)cc2)C1	2	-3%	21%	4%	14%	-26	-10	2%	1%
29	Cc1c(NC(=O)Nc2ccc3c(c2)OCO3)c(=O)n(-c2ccccc2)n1C	2	-7%	1%	-2%	20%	16	-11	6%	-3%
30	CCCOc1ccc(-c2nc3c(c(=O)[nH]c(=O)n3Cc3ccccc3)n2CCO)cc1OCC	5	?	21%	-1%	0%	16	1	-3%	-21%

# Other records:
no.	canonical_smiles	D3 ag	SW480 rerep	GLP1R ag	HT1080 IDH1KD tx	KB-V1 cytotox	D3 antag	IL1B secr inh	KB-3-1 tox	HT1080NT lethal
31	CN(C)S(=O)(=O)c1ccc(N2CCCC2)c(C(=O)NNC(=O)COc2ccc(Cl)cc2)c1	-1	-3%	-2%	-19%	4%	-19	-7	-7%	-7%
32	CCOC(=O)C1CCCN(C(=O)c2cc(Nc3ccc(OC)cc3OC)nc3ccccc23)C1 (centres undefined)	1	11%	9%	-3%	0%	8	6	-1%	1%
33	CC(C)(C)c1ccc(-c2n[nH]c(=S)n2CCCN2CCOCC2)cc1	-19	-2%	13%	7%	17%	-8	16	4%	0%
34	Cc1ccc(C(=O)OCC(=O)N(CCc2ccccc2)Cc2ccccc2)cc1S(=O)(=O)N1CCOCC1	0	4%	-6%	0%	?	17	16	0%	0%
35	Cc1ccc(S(=O)(=O)N2C[C@H]3C(=O)C[C@@H](c4ccccc4F)N(S(=O)(=O)c4ccc(C)cc4)[C@H]3C[C@H]2c2cccc3ccccc23)cc1	-5	.	-5%	13%	7%	?	-10	-2%	2%
36	COC(=O)C1=C(NC(C)=O)CCS1	5	-4%	-2%	13%	5%	4	2	11%	16%
37	CCn1c2ccccc2c2nnc(SCCCn3c(=O)[nH]c4ccccc43)nc21	30	?	5%	17%	?	50	2	7%	-1%
38	COc1cc(/C=N/N=C2\CC3CCC2(C)C3(C)C)ccc1O (centres undefined)	7	1%	7%	-1%	13%	13	-13	-1%	-19%
39	CN(C)S(=O)(=O)c1ccc(C(=O)Nc2ccc(S(=O)(=O)NC3=NCCCCC3)cc2)cc1	-5	3%	-4%	9%	0%	-11	8	-2%	5%
40	CCOC(=O)c1c(S(=O)(=O)NCC(=O)Nc2ccc(F)cc2)c(C)n(C)c1C	-3	8%	2%	-4%	5%	27	-2	-12%	-1%
41	COc1ccc(OC)c(S(=O)(=O)N(C)CC(=O)O)c1	0	-1%	-17%	17%	19%	0	35	11%	21%
42	Cc1onc(-c2c(F)cccc2Cl)c1C(=O)NC(=S)Nc1c(C)n(C)n(-c2ccccc2)c1=O	-6	-6%	2%	-8%	-33%	-15	3	4%	-1%
43	O=C(COC(=O)C1(c2ccccc2F)CCCC1)NCc1cccs1	-8	3%	8%	-1%	-3%	-23	?	-4%	-11%
44	O=C(NCc1cccs1)C1CCC(=O)N1C1CCCCC1 (centres undefined)	16	?	0%	2%	14%	11	10	5%	4%
45	O=S(=O)(Nc1nc2ccccc2nc1Cl)c1ccc2c(c1)OCCO2	-3	0%	0%	-6%	-22%	-8	3	?	-4%
46	O=C(NCc1ccccc1)C1=C[C@@H](c2ccccc2)C[C@@H](OCCCCO)O1	-19	1%	1%	1%	-8%	16	-14	0%	4%
47	O=C1Nc2ccccc2-n2nnnc2C1N1CCc2ccccc2C1 (centres undefined)	9	.	.	1%	-21%	2	11	7%	6%

# Compound activity as filed in PubChem BioAssay.
